Screening data (PubChem)
SNCA expr inhib = reduces expression of the alpha-synuclein gene; HEK-293 SNCA-luciferase knock-in, luminescence, 24 h; Potency, µM (doses to about 57.2 µM), for inactives: at the highest dose activity change, negative = inhibition, most hits filed as inhibitors; 140,000 compounds, 0.17% hits; AID 1671194;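 note: potency is the fitted concentration of half-maximal effect; plate controls were DMSO cells for no effect and cell-free wells for full effect; nearly all actives have a fitted effect of over 45% in size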
SNCA viab count = counter-screen for SNCA expression inhibitors: cell viability. HEK-293-SNCA-luc viability, GF-AFC fluorescence, 24 h. Potency, µM (series often up to 57.1 µM), inactives show top-dose activity change, negative = cytotoxicity, most hits filed as cytotoxic. 150,000 compounds, 0.12% hits;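 note: potency is the fitted concentration of half-maximal effect; 0% = DMSO-treated cells and -100% = medium-only wells without cells; nearly all actives have a fitted effect of over 30% in size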
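HEK-293-SNCA-luc cells (1500/well) plated 24 h, then exposed 24 h to a dilution series; GF-AFC added 30 min at 37C, fluorescence 405/540 nm; normalised to medium-only and DMSO wells, Hill fit.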
IP6K1 inh = IP6K1 kinase inhibition. Q92551. IP6K1 kinase, ADP-Glo luminescence, 2 h; hits give low values. activity change, % (series mostly up to about 58 µM). 140,000 compounds, 0.81% hits. AID 1645851; in the data active = activity change below about -25%
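ADP-Glo luminescence measures ADP made by human IP6K1 during a 2 h RT reaction with ATP/IP6 (mix at 1.3 mM/130 uM); top library doses 57.5 and 19.1 uM final.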
HEK293 tox = cytotoxic compounds in HEK 293 cells; 94,000 compounds, 6.6% hits; Potency, µM (top dose mostly 115 µM), without a hit: at the highest dose activity change, negative = cytotoxicity, most hits filed as inhibitors; HEK 293 viability, ATP luminescence (CellTiter-Glo), 48-72 h; note: potency is the fitted concentration of half-maximal effect; nearly all actives have a fitted effect of over 60% in size
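Cells seeded first (HEK 293, 250 cells/well), then compound added by pintool. Incubation ran 48 or 72 hr at 37 degree Celsius. CellTiter-Glo was added and luminescence imaged after 10 min at room temperature.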
GPT2 inh = blocks human glutamate pyruvate transaminase 2. Q8TD30. Recombinant GPT2, coupled pyruvate oxidase/HRP Amplex Red fluorescence. Potency, µM (titrated, usually from 57.7 µM), inactives show at the highest dose activity change, negative = inhibition, hits mostly inhibitors. 100,000 compounds, 0.25% hits; note: potency is the fitted concentration of half-maximal effect; nearly all actives have a fitted effect of over 60% in size; many of its hits are not listed in these tables
Target sequence (Q8TD30 whole entry, looked up): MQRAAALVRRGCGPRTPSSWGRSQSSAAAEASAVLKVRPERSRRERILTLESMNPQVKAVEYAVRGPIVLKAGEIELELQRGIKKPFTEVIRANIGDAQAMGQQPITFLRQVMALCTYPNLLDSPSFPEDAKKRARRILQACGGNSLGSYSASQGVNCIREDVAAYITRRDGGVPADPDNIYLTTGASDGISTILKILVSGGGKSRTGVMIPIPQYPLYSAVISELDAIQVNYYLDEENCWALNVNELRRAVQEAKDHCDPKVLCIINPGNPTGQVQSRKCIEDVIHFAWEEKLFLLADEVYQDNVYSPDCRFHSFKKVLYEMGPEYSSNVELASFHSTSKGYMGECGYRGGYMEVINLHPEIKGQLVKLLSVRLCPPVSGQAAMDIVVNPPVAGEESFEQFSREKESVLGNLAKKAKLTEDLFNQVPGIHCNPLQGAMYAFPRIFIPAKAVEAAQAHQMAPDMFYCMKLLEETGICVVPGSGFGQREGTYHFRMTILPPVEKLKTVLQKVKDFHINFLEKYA
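Fluorescence of coupled pyruvate oxidase/HRP/Amplex Red system (50uM Amplex, 30 min, dark) reports pyruvate formed by GPT2. Enzyme reaction: 10ng/uL GPT2, 2mM L-alanine, 250uM a-KG, 30 min room temperature, pH 7.5; 50uM AOA control.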
3T3 cytotox = kills NIH 3T3 cells; NIH 3T3 viability, CellTiter-Glo ATP luminescence, 48-72 h; Potency, µM (titrated, usually from 96.7 µM), inactives show at the top dose activity change, negative = cytotoxicity, actives largely listed as inhibitors; 94,000 compounds, 4.3% hits; AID 1345082; note: potency is the fitted concentration of half-maximal effect; nearly all actives have a fitted effect of over 55% in size
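Viability of NIH 3T3 cells after 48 or 72 hr compound treatment at 37 °C was assessed by CellTiter-Glo, with luminescence imaged following a 10 min room-temperature step.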
Luciferase inh = Photinus pyralis luciferase inhibition. 76,000 compounds, 2.5% hits. Potency, µM (top dose mostly 115 µM), inactives show top-dose activity change, negative = inhibition, most hits filed as inhibitors. purified P. pyralis luciferase, luminescence, biochemical. P08659; note: potency is the fitted concentration of half-maximal effect; nearly all actives have a fitted effect of over 65% in size
Target sequence (P08659 whole entry, looked up): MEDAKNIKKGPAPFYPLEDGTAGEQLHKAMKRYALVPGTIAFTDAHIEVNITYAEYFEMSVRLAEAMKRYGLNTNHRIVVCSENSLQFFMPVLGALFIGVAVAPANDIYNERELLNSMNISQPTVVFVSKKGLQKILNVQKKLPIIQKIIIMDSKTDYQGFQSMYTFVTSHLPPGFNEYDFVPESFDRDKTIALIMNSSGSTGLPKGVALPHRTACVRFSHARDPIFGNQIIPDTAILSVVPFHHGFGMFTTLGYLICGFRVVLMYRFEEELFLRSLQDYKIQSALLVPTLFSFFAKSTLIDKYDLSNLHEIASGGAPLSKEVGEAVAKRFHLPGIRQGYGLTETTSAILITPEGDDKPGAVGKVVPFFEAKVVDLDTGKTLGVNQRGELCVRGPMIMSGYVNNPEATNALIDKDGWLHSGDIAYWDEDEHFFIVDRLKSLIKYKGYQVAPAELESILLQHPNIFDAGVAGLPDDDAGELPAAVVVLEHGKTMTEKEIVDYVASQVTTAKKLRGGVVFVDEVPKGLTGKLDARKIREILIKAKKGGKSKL
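Cell-free enzyme assay, 10nM P. pyralis luciferase, luciferin and ATP each at 10uM. Inhibition profiled over a 6-point titration, read as luminescence.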
* hit, by the source's call; i = inactive; ? = inconclusive; / = not tested or not shown; [ ] = another dose, or the depositor's remark. Unless noted, calls come from the whole dose curve; as a rule, active = well fitted curve in the direction sought with a large enough effect; inconclusive = small, poorly fitted or top-dose-only effect, or another doubt; inactive = no such curve, though single readings can be large; an effect the other way counts as inactive or inconclusive. Unless noted, % is set by controls: 0 for no effect and ±100 for the full control effect.

1	Cc1ccc(CN2CCC3(CC2)C(C(=O)O)CC(=O)N3C)o1 (centres undefined)
2	Cn1ncc2c(C(=O)NCC(F)(F)F)cc(-c3ccccc3C(F)(F)F)nc21
3	Cc1ccc2[nH]c(CCCn3cc(-c4nccn4C)nn3)nc2c1C
4	CCc1ccc(S(=O)(=O)NCc2nc3cccnc3n2Cc2ccccc2Cl)cc1
5	COCCC(=O)N[C@@H]1CN(c2ccncn2)C[C@H]1CN(C)C
6	CN1CCCC2(C1)CN(C)c1ccc(C(=O)NCc3cccs3)cc12 (centres undefined)
7	O=C(N[C@H]1CCN2C(=O)N(c3ccc(OC(F)(F)F)cc3)C(=O)[C@@H]2C1)c1ccncc1
8	CCC(=O)NC(C)C(=O)N1CCn2nc(Cc3ccccc3)cc2C1 (centres undefined)
assay / compound | 1 | 2 | 3 | 4 | 5 | 6 | 7 | 8
IP6K1 inh | -17 | 0 | 5 | 8 | -2 | -5 | -2 | 32
SNCA viab count | 1% | / | -1% | -30% | -12% | 1%[87.6 µM] | -9%[87.6 µM] | 6%
HEK293 tox | -3% | ? | -2% | / | i | ? | -23%[172 µM] | i
SNCA expr inhib | 10% | / | -7% | -5% | 2% | 1%[87.6 µM] | -22%[87.6 µM] | -19%
Luciferase inh | 13% | / | 0% | / | -9% | -3%[172 µM] | -3%[172 µM] | 2%
GPT2 inh | -2% | / | -21% | / | -15% | 4%[88.5 µM] | -16%[88.5 µM] | -3%[11.5 µM]
3T3 cytotox | -2% | ? | -13% | / | i | -25%[138 µM] | ? | 1%

9	Cc1ccccc1OCC(=O)OCc1cc(=O)n2ccsc2n1
10	CNC(=O)CCn1ncc2cc(OCc3ccccc3-c3c(F)cccc3OC)ccc21
11	O=C(NC[C@H]1OC[C@@H](NC2CCCCC2)[C@@H]1O)C1CCCC1
12	CC1=NOC2(CCN(C(=O)c3ccc(F)cc3)CC2)C1
13	CC1CCN(C(=O)C2(c3ccc(NC(=O)C4CC4)cc3)CCCCC2)CC1
14	C(=C\c1ccccc1)/CN1CCN(Cc2nc(COc3ccccc3)no2)CC1
15	O=C(CC[C@@H]1CNC(=O)[C@@H]2C[C@H](NC(=O)Nc3ccc(F)cc3F)CN12)NCc1ccc(F)cc1
16	O=C(NCCc1noc(C2CC2)n1)c1ccc2c(c1)OCO2
assay / compound | 9 | 10 | 11 | 12 | 13 | 14 | 15 | 16
IP6K1 inh | 4 | 1 | -2 | 4 | 9 | 13 | 13 | 8
SNCA viab count | -1% | -7%[87.6 µM] | -2%[87.6 µM] | 1%[87.6 µM] | -30% | -2% | 4% | -9%
HEK293 tox | / | ? | i | -16%[172 µM] | ? | ? | 0% | 0%
SNCA expr inhib | 14% | -30%[87.6 µM] | -4%[87.6 µM] | -10%[87.6 µM] | -6% | -9% | 15% | 38%[activator]
Luciferase inh | / | 4%[172 µM] | 0%[172 µM] | -10%[172 µM] | 4% | -4% | -4% | -8%
GPT2 inh | / | 2%[88.5 µM] | -5%[88.5 µM] | 3%[88.5 µM] | -4% | i | 3% | 3%
3T3 cytotox | / | ? | i | ? | ? | ? | -1% | -1%

17	Cc1ccc2c(CNCc3ccc(C)o3)c(C(=O)O)n(Cc3ccc(F)cc3)c2c1
18	O=C(NCc1ccccc1)N1CCC(O)(c2csc(CN3CC[C@@H](O)C3)n2)CC1
19	Cc1ccc(S(=O)(=O)c2nnn(CC(=O)Nc3ccccc3C)c2N)cc1C
20	Cc1ccc(C2Cn3nnc(-c4nc(-c5ccccc5F)no4)c3CO2)c(C)c1 (centres undefined)
21	O=C(c1ccccc1Cl)N1C[C@@H](CO)[C@H](c2ccncc2)C1
22	Cc1noc([C@@H]2CN(Cc3cccc(Cl)c3F)C[C@H]2CO)n1
23	CCC(=O)N[C@@H]1Cc2ccccc2[C@H](c2ccccc2)C1
24	O=C(CN1C(=O)c2cccc3cccc1c23)Nc1ccccc1Br
assay / compound | 17 | 18 | 19 | 20 | 21 | 22 | 23 | 24
IP6K1 inh | 16 | 1 | 17 | -12 | 5 | -3 | 8 | 2
SNCA viab count | -12% | 0%[87.6 µM] | 6% | -2% | -3% | -4% | -1% | 8%
HEK293 tox | / | 5%[172 µM] | / | 8% | -3% | 4% | / | /
SNCA expr inhib | ? | ? | 5% | 2% | -22% | -1% | / | -2%
Luciferase inh | / | 0%[172 µM] | / | ? | 1% | 1% | / | /
GPT2 inh | / | i | / | i | i | ? | -9% | /
3T3 cytotox | / | i | / | 1% | -13% | 1% | / | /

25	COc1ccc(NC(=O)N2CC(c3nnc(-c4ccncc4)o3)C3(CCOCC3)C2)c(C)c1 (centres undefined)
26	COc1ccc(C(=O)Nc2ccc(-c3noc([C@@H]4CCCN4Cc4ccc(OC(F)(F)F)cc4)n3)cn2)cc1
27	CCOc1cccc(CC(=O)N2CCc3c([nH]c4ccccc34)C2c2ccc(Cl)cc2)c1OCC (centres undefined)
28	COCCNC(=O)[C@H]1C[C@H](Oc2cccnc2)CN1C(=O)c1ccc(F)cc1
29	Fc1ccc(-c2cnc([C@@H]3COCCN3Cc3ccccc3F)[nH]2)c(F)c1
30	CCN1CCN(CCCNC(=O)Cn2c(-c3cccs3)cc3cc(Cl)ccc32)CC1
31	CCOCCCNC(=O)c1c(NC(=O)Cc2coc3ccc(C)cc23)sc2c1CCC2
32	CCOc1ccc(CN2CC[C@@](C)(O)[C@H](N3CCCC3)C2)cc1OC
assay / compound | 25 | 26 | 27 | 28 | 29 | 30 | 31 | 32
IP6K1 inh | 15 | -2 | -7 | -3 | -2 | 11 | -13 | 13
SNCA viab count | 13% | -7% | 12% | -7% | 2%[87.6 µM] | ? | -2% | 0%
HEK293 tox | i | ? | / | -5% | 100µM* | / | / | 8%
SNCA expr inhib | -6% | -12% | 13% | -9% | ? | ? | 58%[activator] | 2%
Luciferase inh | 0% | -9% | / | 11% | -5%[172 µM] | / | / | -1%
GPT2 inh | i | -1% | / | -11% | 1%[88.5 µM] | / | / | i
3T3 cytotox | i | ? | / | 2% | ? | / | / | -9%

33	CCC1Oc2ccccc2N(CC(=O)NCCc2ccc(OC)c(OC)c2)C1=O (centres undefined)
34	Cc1cnc(NC(=O)c2ccc3c(c2)OCCN(Cc2ncccn2)C3)s1
35	Cc1ccc(C)c(-c2cc3c(=O)n(CCNC(=O)c4ccncc4)ccn3n2)c1
36	COc1ccc(C(CNC(=O)c2oc3ccc(C)cc3c2C)N2CCOCC2)cc1 (centres undefined)
37	CC(=O)Nc1ccc(S(=O)(=O)NC2=NCN(C(C)C)CN2)cc1
38	COc1ccc2c(c1)c(=O)c(C(=O)c1ccc(Cl)cc1)cn2CC(=O)Nc1ccc2c(c1)OCO2
39	CCCCNC(=O)C1CCC(CNS(=O)(=O)c2ccc(Cl)cc2)CC1 (centres undefined)
40	CCn1cc(CN2CCC(N3C(=O)C4(CCCC4)C3c3ccccc3)CC2)cn1 (centres undefined)
assay / compound | 33 | 34 | 35 | 36 | 37 | 38 | 39 | 40
IP6K1 inh | -1 | 1 | -4 | -1 | -6 | -7 | 0 | -5
SNCA viab count | 17% | -5%[87.6 µM] | 3% | -17% | 1% | -2% | 7% | 9%[12.5 µM]
HEK293 tox | / | ? | ? | / | / | / | / | -2%
SNCA expr inhib | 0% | 54%[activator][87.6 µM] | ? | -6% | -10% | 3% | -2% | -23%
Luciferase inh | / | 40µM* | -21% | / | / | / | / | -6%
GPT2 inh | / | 1%[88.5 µM] | i | / | / | / | / | -3%
3T3 cytotox | / | -30%[138 µM] | ? | / | / | / | / | 0%

41	CN(Cc1ccccc1)C(=O)CC1CCCN(c2cnn(C)c(=O)c2)C1 (centres undefined)
42	O=C(Cc1ccc(Cl)cc1)NCCc1csc2nc(-c3ccccc3F)nn12
43	CS(=O)(=O)N(C1CCOCC1)C1CCN(S(=O)(=O)Cc2ccccc2)CC1
44	CC(C)CN1C(=O)c2cccn2CC1CNC(=O)c1cccs1 (centres undefined)
45	COc1ccc(NC(=O)CSc2nc(-c3ccccc3)nc3cc(=O)[nH]n23)cc1
46	O=C1Nc2ccccc2CN(Cc2ccc(F)cc2)C12CCNCC2
47	CC(C)S(=O)(=O)c1ncc(CN(CCO)Cc2ccccc2)n1CCc1ccccc1
48	O=C(NCCc1ccccc1)N1CCC2(CC1)CC(N1CCCC1)CCO2 (centres undefined)
49	COc1cc(=O)n2c(c1C(=O)Nc1ccc(Cl)c(Cl)c1)CCCC2
assay / compound | 41 | 42 | 43 | 44 | 45 | 46 | 47 | 48 | 49
IP6K1 inh | 46 | -14 | -3 | -7 | 0 | -13 | 35 | -12 | 18
SNCA viab count | 5% | ? | -2% | -8% | -16% | -9% | -2% | 5% | 2%
HEK293 tox | -26% | / | -9% | -3% | / | 40µM* | ? | 0% | -8%
SNCA expr inhib | 2% | -25% | -29% | -12% | -15% | -4% | 16% | 89%[activator] | 8%
Luciferase inh | 5% | / | -8% | 3% | / | / | -10% | ? | -2%
GPT2 inh | i | / | 5% | -14% | / | 3% | -1% | i | -6%
3T3 cytotox | -15% | / | -9% | -3% | / | ? | -7% | 2% | i

Among those listed so far, these contain a Cl atom:
4	CCc1ccc(S(=O)(=O)NCc2nc3cccnc3n2Cc2ccccc2Cl)cc1
21	O=C(c1ccccc1Cl)N1C[C@@H](CO)[C@H](c2ccncc2)C1
22	Cc1noc([C@@H]2CN(Cc3cccc(Cl)c3F)C[C@H]2CO)n1
27	CCOc1cccc(CC(=O)N2CCc3c([nH]c4ccccc34)C2c2ccc(Cl)cc2)c1OCC (centres undefined)
30	CCN1CCN(CCCNC(=O)Cn2c(-c3cccs3)cc3cc(Cl)ccc32)CC1
38	COc1ccc2c(c1)c(=O)c(C(=O)c1ccc(Cl)cc1)cn2CC(=O)Nc1ccc2c(c1)OCO2
39	CCCCNC(=O)C1CCC(CNS(=O)(=O)c2ccc(Cl)cc2)CC1 (centres undefined)
42	O=C(Cc1ccc(Cl)cc1)NCCc1csc2nc(-c3ccccc3F)nn12
49	COc1cc(=O)n2c(c1C(=O)Nc1ccc(Cl)c(Cl)c1)CCCC2
assay / compound | 4 | 21 | 22 | 27 | 30 | 38 | 39 | 42 | 49
IP6K1 inh | 8 | 5 | -3 | -7 | 11 | -7 | 0 | -14 | 18
SNCA viab count | -30% | -3% | -4% | 12% | ? | -2% | 7% | ? | 2%
HEK293 tox | / | -3% | 4% | / | / | / | / | / | -8%
SNCA expr inhib | -5% | -22% | -1% | 13% | ? | 3% | -2% | -25% | 8%
Luciferase inh | / | 1% | 1% | / | / | / | / | / | -2%
GPT2 inh | / | i | ? | / | / | / | / | / | -6%
3T3 cytotox | / | -13% | 1% | / | / | / | / | / | i
